PG9 binder = binders of HIV-1 gp120 antibody PG9, primary screen, biochemical, TR-FRET; TR-FRET gp120-PG9 antibody binding; inhibition, % at 6.7 µM; 0.43% of 360,000 active; AID 624416, 2012; in the data active = inhibition above about 8.5%
ABHD4 inh = ABHD4 inhibitors, primary screen, biochemical, fluorescence polarization, mouse; 0.54% of 370,000 active; purified mABHD4, FP-Rh probe fluorescence polarization; inhibition, % at 8.92 µM; (Lyso)-N-acylphosphatidylethanolamine lipase (Mus musculus), Q8VD66;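 active = inhibition exceeding the mean over every tested compound plus 3 SD, cut at about 30% in these data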;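 also: 0% = plate median of compound wells and 100% = S159A mutant with DMSO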
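Assay system: wild-type mouse ABHD4 protein; compound: single nominal dose of 8.92 µM, 0.89% DMSO final; schedule: 45 min + 60 min at 25 °C; measured by: FP readout, ex 525 nm / em 598 nm; evaluation: % inhibition of FP-Rh probe binding versus controls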
PRMT1 FP inh = PRMT1 methyltransferase inhibitors, primary screen, biochemical, fluorescence polarization | Protein arginine N-methyltransferase 1 (Homo sapiens), Q99873 | recombinant PRMT1, activity-based probe fluorescence polarization | inhibition, % at 2.79 µM | 1.3% of 370,000 active | AID 652257, 2013;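 active = inhibition above about 21% made by adding two undisclosed values, limit read from the data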
Target sequence (Q99873 whole entry, looked up): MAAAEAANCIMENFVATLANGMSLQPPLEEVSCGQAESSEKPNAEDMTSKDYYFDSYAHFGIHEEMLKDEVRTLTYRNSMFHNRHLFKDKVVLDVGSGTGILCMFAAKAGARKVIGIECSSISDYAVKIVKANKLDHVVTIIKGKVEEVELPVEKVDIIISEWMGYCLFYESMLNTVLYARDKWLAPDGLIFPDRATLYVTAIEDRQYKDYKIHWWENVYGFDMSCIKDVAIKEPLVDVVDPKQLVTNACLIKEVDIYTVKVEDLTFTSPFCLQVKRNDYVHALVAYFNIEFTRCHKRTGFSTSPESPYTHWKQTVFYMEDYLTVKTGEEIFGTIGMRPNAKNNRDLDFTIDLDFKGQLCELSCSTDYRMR
TDP2 inh = human TDP2 enzyme inhibitors, primary screen, biochemical, epi absorbance, recombinant enzyme | Tyrosyl-DNA phosphodiesterase 2 (Homo sapiens), O95551 | T5PNP hydrolysis, p-nitrophenol absorbance 415 nm | inhibition, % at 12.8 µM | 0.34% of 370,000 active;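 active = inhibition above the mean of all tested compounds plus 3 SD, set per campaign, cut at about 25% in these data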;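 also: 0% = DMSO with enzyme and 100% = buffer with substrate but no TDP2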
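Evaluation: % inhibition relative to enzyme-containing and enzyme-free wells. Material: recombinant human TDP2. Benchmarks: enzyme-free and DMSO wells. Timing: enzyme reaction with compound for 2 h at 37 °C. Compound dosing: 12.8 µM only. Measured by: p-Nitrophenol epi absorbance. Reagent: T5PNP substrate at 5 mM, a TopII-DNA adduct mimic. Replication: single well per compound.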
SIAE inh = human SIAE inhibitors, primary screen, biochemical, fluorescence polarization, FP-Rh probe, 1536-well HTS; Sialate O-acetylesterase (Homo sapiens), Q9HAT2; 0.69% of 370,000 active; SIAE FP-Rh probe binding; inhibition, % at 9.66 µM;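 active = inhibition above a cutoff: mean of compounds within the control limits plus 3 SD of those, cut at about 17% in these data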;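 also: 0% = plate median of compound wells and 100% = probe without SIAE protein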
Target sequence (Q9HAT2 whole entry, looked up): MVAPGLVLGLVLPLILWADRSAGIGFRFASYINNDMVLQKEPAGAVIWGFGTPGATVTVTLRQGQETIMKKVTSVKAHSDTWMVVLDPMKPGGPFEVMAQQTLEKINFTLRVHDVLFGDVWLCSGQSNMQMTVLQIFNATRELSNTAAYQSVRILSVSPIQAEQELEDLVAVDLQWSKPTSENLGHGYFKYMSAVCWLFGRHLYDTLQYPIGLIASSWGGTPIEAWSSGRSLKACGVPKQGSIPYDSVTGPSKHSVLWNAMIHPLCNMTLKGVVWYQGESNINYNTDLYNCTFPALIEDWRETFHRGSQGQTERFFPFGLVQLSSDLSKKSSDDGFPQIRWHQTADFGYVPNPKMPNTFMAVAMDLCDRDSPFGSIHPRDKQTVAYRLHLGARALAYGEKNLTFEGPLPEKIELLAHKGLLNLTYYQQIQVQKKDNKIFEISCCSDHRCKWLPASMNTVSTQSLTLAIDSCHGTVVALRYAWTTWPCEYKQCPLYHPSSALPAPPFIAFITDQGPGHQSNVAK
HTRA1 inh = HTRA1 serine protease inhibitors, primary screen, biochemical, fluorescence polarization, HTS | Q92743 | recombinant HTRA1, FP-rhodamine activity-based probe | inhibition, % at 5.96 µM | 0.5% of 340,000 active | AID 504803, 2011; in the data active = inhibition above about 36%;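 also: 0% = enzyme with DMSO and 100% = wells lacking enzyme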
UHRF1 MBD2 ctr = UHRF1 methylated DNA binding inhibitors, primary screen, counter-screen for MBD2 inhibitor project, biochemical, TR-FRET, human UHRF1, single concentration; E3 ubiquitin-protein ligase UHRF1 (Homo sapiens), Q96T88; UHRF1 binding to methylated oligo; AID 687016, 2013; inhibition, % at 4.4 µM; 0.75% of 370,000 active; in the data active = inhibition above about 21%;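 also: UHRF1 SRA domain binding a hemimethylated CpG hairpin DNA probe; 0% = median of test compound wells and 100% = reference inhibitor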
TCR CD3 inh = inhibitors of human TCR-CD3 interaction, primary screen, biochemical, fluorescence, TAMRA-labeled TCR probe; T-cell receptor (TCR); inhibition, % at 9.4 µM; 0.37% of 360,000 active; AID 651800, 2012; in the data active = inhibition above about 19%;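 also: recombinant mutant TCR 2C K166C tagged with TAMRA read by polarization; 0% = receptor in buffer alone and 100% = receptor with positive control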
LEDGF integ inh = blockers of LEDGF/p75-dependent integrase strand transfer – biochemical, TR-FRET, high throughput, primary screen | 0.64% of 370,000 active | HIV-1 integrase (with human LEDGF/p75) | TR-FRET IN-LEDGF/p75 DNA integration, Eu/Cy5 | inhibition, % at 3.7 µM | AID 743269, 2014;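 active = inhibition above the screen-wide mean plus 3 SD, cut at about 13% in these data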;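 also: signal is the Cy5 over europium emission ratio at 671 and 618 nm; 0% = plate median of compound wells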
Tn7 DDE FP = inhibitors of Tn7 peptide binding to fibrin DD(E), primary screen, biochemical, fluorescence polarization, human fibrin, Tn7 probe | Fibrinogen beta chain (Homo sapiens), P02675 | FP displacement of FITC-Tn7 peptide from fibrin DD(E); 0% = median of compound wells per plate | inhibition, % at 8.3 µM | 0.13% of 370,000 active | AID 720508, 2013;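 active = inhibition above the mean of compounds falling within the control limits plus 3 SD of them, cut at about 14% in these data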;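 also: 0% = plate median of compound wells and 100% = 10 µM Aha-Tn7 peptide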
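system = human fibrin DD(E) protein | quantity = DD(E) 2 µM final | medium = Tris/NaCl/CaCl2 buffer, pH 7.8 | also added = labelled Tn7 tracer, 0.1 µM | compound dosing = single point at 8.3 µM | timing = compound with protein 10 min, then 3 h after probe, room temperature | signal = FP measurement | benchmarks = Aha-Tn7 high control | repeats = one replicate per compound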
The depositor's hits bear a star; . = no result given.

SMILES | PG9 binder | ABHD4 inh | PRMT1 FP inh | TDP2 inh | SIAE inh | HTRA1 inh | UHRF1 MBD2 ctr | TCR CD3 inh | LEDGF integ inh | Tn7 DDE FP
COc1cc(C2c3cc4c(cc3C(O)C3COCC23)OCO4)cc(OC)c1OC (centres undefined) | -0.2 | 7 | 1 | 12 | 3 | -6 | 0 | -2 | 2 | 3
COc1ccccc1CNCC(=O)NCc1ccc(C)cc1 | -0.3 | 16 | 4 | 12 | -2 | -6 | 1 | -5 | -2 | 2
COCCN(CC(=O)Nc1cccc(C)c1C)C(=O)Cc1sc(C)nc1-c1ccc(F)cc1 | -1.1 | -4 | -5 | -7 | -5 | 2 | 1 | 4 | 0 | -11
Cc1ccccc1S(=O)(=O)N1C(c2ccc(Cl)c(Cl)c2)CC=C(C(=O)O)C1c1cccc(Br)c1 (centres undefined) | -1.1 | 19 | 2 | 2 | -15 | . | 1 | -1 | 2 | -3
CCOC(=O)c1ccc(NC(=O)CSc2nnc(C)n2-c2ccccc2)cc1 | -2.2 | 1 | 0 | -2 | -6 | -2 | 1 | 7 | -1 | -4
CC(Sc1cccc[n+]1[O-])C(=O)Nc1cccc([N+](=O)[O-])c1 (centres undefined) | 0.0 | -1 | 0 | 5 | -4 | -11 | 3 | 4 | 0 | -2
CN(NC1OC(=O)c2ccccc21)c1ccc(Cl)cc1[N+](=O)[O-] (centres undefined) | -3.0 | 4 | 2 | 3 | 0 | 5 | -1 | 4 | 0 | 4
C=CCN1C(=O)[C@@H](CC(=O)NCCCOC)[C@]2(C(=O)OCC)CCCCC/C=C/12 | . | -3 | 2 | 9 | 0 | . | -2 | . | 1 | -3
CS(=O)(=O)N(CC(=O)N/N=C/c1cccc2c1OCCO2)c1ccccc1Br | -0.7 | 3 | 0 | 9 | 1 | -5 | 2 | -2 | 1 | 5
Cc1nn(Cc2ccccc2Cl)c2sc(C(=O)Nc3ccccc3N3CCOCC3)cc12 | -0.4 | 1 | 1 | -8 | -13 | -5 | -2 | 1 | 0 | -10
O=[N+]([O-])c1ccc(-n2nncc2-c2ccc(Cl)cc2)cc1 | -1.7 | 5 | -3 | -8 | -4 | -4 | -2 | 7 | -1 | -3
CC(C)(C)n1nc2c(c1NC(=O)Cc1ccc(F)cc1)CS(=O)(=O)C2 | 0.5 | -5 | 1 | 5 | 3 | 4 | -1 | 2 | -1 | 3
Cc1cc(C(=O)Nc2ncc(C)s2)c2ccccc2n1 | 1.9 | -8 | -2 | -6 | 3 | 0 | 2 | -1 | 6 | 4
C=CCOC(=O)C1=C(C)N=c2sc(=C3C(=O)N(CC(=O)O)c4ccccc43)c(=O)n2C1c1ccc(OC)cc1 (centres undefined) | . | 18 | 5 | 14 | 5 | . | 0 | . | 0 | 4
Cc1ccc(Nc2ncc3c(n2)CC(c2ccco2)CC3=O)c(C)c1 (centres undefined) | -0.6 | 11 | 5 | -2 | 5 | 7 | -4 | 1 | 8 | -1
Cc1ccc(C(=O)N2CCN(c3ccc([N+](=O)[O-])cc3-n3cccc3)CC2)cc1 | -1.0 | -2 | 0 | 2 | 0 | . | 0 | 1 | -1 | 6
CN(C[C@H](c1ccccc1)N(C[C@H](Cc1ccccc1)N(CCc1ccccc1)N=O)N=O)N=O | 0.0 | -6 | -3 | 1 | -2 | -30 | -2 | 3 | -2 | -3
Cc1cc(Cl)c2oc(C(=O)N3CCN(c4cccc(C)n4)CC3)c(C)c2c1 | -2.8 | 2 | 0 | -14 | -3 | -18 | 3 | 6 | 2 | -3
C[C@H]1COC(=O)CCCC/C=C\C[C@H](CC(=O)N(CCO)Cc2ccccc2)C(=O)N1 | -1.2 | -1 | 0 | -4 | -1 | -8 | 2 | -3 | 1 | -2
O=S(=O)(NCC1CCCN(Cc2ccccc2)C1)c1cccc2cccnc12 (centres undefined) | -2.9 | -4 | -3 | 15 | 10 | 6 | -1 | 8 | 1 | -5
O=C1CC(N2CCOCC2)C(=O)N1c1ccc(Cl)cc1 (centres undefined) | -1.7 | -5 | 3 | 14 | 10 | 1 | 16 | 0 | -2 | 7
c1ccc(CNn2c(N3CCOCC3)nc3ccccc32)cc1 | 0.3 | 6 | 1 | 5 | 2 | 2 | 4 | -8 | 0 | -2
NC(=O)c1cc(-c2ccccc2)nc(N2CCOCC2)n1 | -1.6 | 5 | 0 | 5 | -2 | -2 | -3 | 0 | -3 | -4
Cc1[nH]c(C)c(S(=O)(=O)N2CCc3ccccc32)c1C(=O)N1CCCCC1 | -0.2 | -4 | 2 | -8 | 2 | -2 | 4 | -8 | -9 | 2
O=S(=O)(c1ccc(OCC(O)CN2CCCCC2)cc1)N1CCOCC1 (centres undefined) | 0.6 | -5 | -4 | 1 | 0 | 2 | -4 | 4 | 3 | 5

No new results follow: entries from further up.
SMILES | PG9 binder | ABHD4 inh | PRMT1 FP inh | TDP2 inh | SIAE inh | HTRA1 inh | UHRF1 MBD2 ctr | TCR CD3 inh | LEDGF integ inh | Tn7 DDE FP
Cc1ccccc1S(=O)(=O)N1C(c2ccc(Cl)c(Cl)c2)CC=C(C(=O)O)C1c1cccc(Br)c1 (centres undefined) | -1.1 | 19 | 2 | 2 | -15 | . | 1 | -1 | 2 | -3
CCOC(=O)c1ccc(NC(=O)CSc2nnc(C)n2-c2ccccc2)cc1 | -2.2 | 1 | 0 | -2 | -6 | -2 | 1 | 7 | -1 | -4
CC(Sc1cccc[n+]1[O-])C(=O)Nc1cccc([N+](=O)[O-])c1 (centres undefined) | 0.0 | -1 | 0 | 5 | -4 | -11 | 3 | 4 | 0 | -2
CN(NC1OC(=O)c2ccccc21)c1ccc(Cl)cc1[N+](=O)[O-] (centres undefined) | -3.0 | 4 | 2 | 3 | 0 | 5 | -1 | 4 | 0 | 4
C=CCN1C(=O)[C@@H](CC(=O)NCCCOC)[C@]2(C(=O)OCC)CCCCC/C=C/12 | . | -3 | 2 | 9 | 0 | . | -2 | . | 1 | -3
CS(=O)(=O)N(CC(=O)N/N=C/c1cccc2c1OCCO2)c1ccccc1Br | -0.7 | 3 | 0 | 9 | 1 | -5 | 2 | -2 | 1 | 5
Cc1nn(Cc2ccccc2Cl)c2sc(C(=O)Nc3ccccc3N3CCOCC3)cc12 | -0.4 | 1 | 1 | -8 | -13 | -5 | -2 | 1 | 0 | -10
O=[N+]([O-])c1ccc(-n2nncc2-c2ccc(Cl)cc2)cc1 | -1.7 | 5 | -3 | -8 | -4 | -4 | -2 | 7 | -1 | -3

Next section.
SMILES | PG9 binder | ABHD4 inh | PRMT1 FP inh | TDP2 inh | SIAE inh | HTRA1 inh | UHRF1 MBD2 ctr | TCR CD3 inh | LEDGF integ inh | Tn7 DDE FP
COc1cccc(NC(=S)/C(=C(\[O-])c2cc(C)n(-c3ccccc3F)c2C)[n+]2ccc(N(C)C)cc2)c1 | -0.8 | -2 | 1 | 10 | 8 | -15 | -5 | -5 | 2 | -2
COc1cccc(Cn2cnc3c(NS(=O)(=O)c4cc(Cl)ccc4Cl)c(C)c(C)cc32)c1 | 0.0 | -2 | 1 | -5 | -13 | -65 | 0 | 7 | -2 | 7
O=C(NCc1cccc(Cl)c1)c1cccc(C(F)(F)F)c1 | 0.1 | -9 | 1 | -2 | -3 | -18 | 2 | 2 | -3 | 3
CNc1ccc(S(=O)(=O)NCC(=O)OCC(=O)Nc2cccc(Cl)c2Cl)cc1[N+](=O)[O-] | -2.9 | -10 | 3 | -9 | -7 | -16 | -5 | 5 | 2 | -8
O=C(COc1ccc(Br)cc1F)NCC1(N2CCCCC2)CCCCC1 | 0.2 | 2 | 4 | 6 | 6 | -4 | 4 | -1 | -2 | -4
Cc1ccnc(NC(=O)CCC(=O)N(CC(=O)NCCc2ccccc2)c2ccc(F)cc2)c1 | 0.3 | -5 | 4 | -9 | -2 | 2 | 2 | -3 | -5 | 0
O=C(C1=C[C@H](c2csc3ccccc23)C[C@H](OCCCCO)O1)N1CCN(Cc2ccccc2)CC1 | -1.3 | 1 | -1 | 9 | 0 | -17 | -1 | 2 | 2 | 1
O=C(NNS(=O)(=O)c1ccccc1[N+](=O)[O-])c1ccccc1Cl | 0.8 | 1 | -2 | 11 | 8 | -8 | -1 | 0 | -3 | 0
COc1ccc(CNC(=O)c2csnn2)cc1 | -0.3 | 5 | -3 | -9 | -6 | 1 | -2 | -3 | -1 | 0
COc1ccc(/C=C(\NC(=O)c2ccc(C)cc2)C(=O)NCCN2CCOCC2)cc1 | -2.3 | 5 | -2 | -2 | -9 | 0 | 0 | 3 | 3 | 9
COc1ccc(N(C)S(=O)(=O)c2ccc(Cl)c(C(=O)NCCc3ccc(Cl)cc3)c2)cc1 | -1.0 | -20 | 0 | 3 | -14 | -36 | 0 | 5 | -6 | 0
COc1cccc(NC(=O)C2(C)CCN2C(=O)CCc2ccc(Cl)cc2Cl)c1 (centres undefined) | 0.7 | -7 | 0 | -8 | 1 | . | 2 | -1 | -4 | -1
CCCCn1ccc(O)c(Cc2ccc(F)cc2)c1=O | -1.5 | -4 | 1 | 9 | 8 | 3 | 1 | 0 | -1 | -2
O=C(NC(=O)c1ccccc1Cl)C(=O)Nc1ccc(Cl)cc1 | -2.0 | 1 | -3 | -3 | -4 | -1 | 2 | 2 | -1 | 2
Cc1cc(C)n(-c2ncnc3c2oc2ccccc23)n1 | 0.7 | -5 | -1 | 0 | 10 | -5 | 1 | -11 | 2 | 3
COc1ccc(-c2noc(=O)n2CC(=O)N2CCC(Cc3ccccc3)CC2)cc1 | -0.5 | 0 | 4 | -6 | -3 | -3 | 1 | -4 | -6 | 7
Cc1cccc(NC(=O)C2CCCN2S(=O)(=O)c2ccc3c(c2)n(C)c(=O)c(=O)n3C)c1 (centres undefined) | 0.5 | 4 | 5 | -1 | 0 | -2 | 0 | -7 | 1 | 4

Screening data from PubChem.
